EWS-Fli block – EWS/Fli transcriptional activity inhibition; inhibition, % at 12.6 µM; 0.67% of 350,000 active; AID 651661; A673 NR0B1-luciferase reporter, viability-normalised;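 active means mean inhibition of at least 50% after viability correction, with every replicate also passing that limit; inconclusive means mean reaches 50% but only one of two replicates passes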;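 further: firefly luciferase signal divided by Alamar Blue viability fluorescence both relative to DMSO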
PAX8 reporter – lowers PAX8-driven luciferase in RMG-I cells; RMG-I TPO-luciferase reporter, SteadyGlo, 24 h; inhibition, % at 12.6 µM; 1.2% of 360,000 active; AID 652154;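 active means mean replicate inhibition at least 60% with every replicate also reaching 60%; inconclusive means only one of the two criteria is met; inactive means mean below 60% and not all replicates reaching 60%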;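 further: luciferase light reporting Pax8 driven TPO promoter activity; plate controls were median of neutral control wells for no effect and mitoxantrone controls for full effect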
ARNT TACC3 PPI – ARNT/TACC3 interaction disruption | AlphaScreen His-ARNT PAS-B/GST-TACC3 binding, luminescence; TACC3 fragment carries E629A point mutation | AID 623870 | inhibition, % at 9.99 µM | 0.66% of 390,000 active | Q9Y6A5;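 active means mean inhibition of replicates at least 50% and at least half of replicates each reaching 50%; inconclusive means half or more replicates reach 50% but mean below 50%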;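 further: 0% = complete ARNT plus TACC3 wells and 100% = ARNT alone without TACC3; many hits fall short of the cut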
CASP6 VEID inh – inhibitors of human caspase-6; P55212; purified caspase-6, Z-VEID-R110 cleavage fluorescence; inhibition, % at 12.5 µM; 0.53% of 350,000 active;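 active means mean inhibition across replicates at least about 35%, with every replicate also reaching that limit, limit read from the data; inconclusive means only one of the two criteria met; inactive means neither criterion met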;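 further: 0% = median of neutral control wells and 100% = no fluorescence left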
Target sequence (P55212 24-179 limits assumed): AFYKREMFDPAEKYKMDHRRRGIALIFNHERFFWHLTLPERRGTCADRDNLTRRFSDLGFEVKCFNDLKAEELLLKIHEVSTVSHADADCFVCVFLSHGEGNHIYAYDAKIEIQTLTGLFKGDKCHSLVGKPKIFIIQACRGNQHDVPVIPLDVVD
Target sequence (P55212 194-293 limits assumed): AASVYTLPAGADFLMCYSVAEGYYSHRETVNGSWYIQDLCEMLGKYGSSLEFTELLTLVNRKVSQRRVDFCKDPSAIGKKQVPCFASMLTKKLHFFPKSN
SIRT5 block – blocks human SIRT5 desuccinylation of peptide. inhibition, % at 15 µM. 1.1% of 330,000 active. AID 652115. Purified SirT5, succinyl-peptide AMC, trypsin-coupled fluorescence. Q9NXA8; in the data active means inhibition above about 15%; inconclusive means no clear call, values can overlap the other calls
Target sequence (Q9NXA8 whole entry, looked up): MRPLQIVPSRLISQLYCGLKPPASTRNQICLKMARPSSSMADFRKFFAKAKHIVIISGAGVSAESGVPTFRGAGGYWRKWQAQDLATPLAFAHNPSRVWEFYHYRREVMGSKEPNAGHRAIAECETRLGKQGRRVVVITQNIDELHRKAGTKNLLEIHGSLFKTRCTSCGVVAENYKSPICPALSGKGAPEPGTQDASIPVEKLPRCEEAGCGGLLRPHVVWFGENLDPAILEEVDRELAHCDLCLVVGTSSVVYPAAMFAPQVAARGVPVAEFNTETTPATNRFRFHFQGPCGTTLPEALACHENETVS
DENV2 CPE – DENV2-induced cell death inhibition; DENV2-infected cells, cytopathic effect rescue, plate reader; CPE inhibition, % at 9.99 µM; 1.7% of 350,000 active; AID 651640; in the data active means CPE inhibition above about 20%, passing the limit was not always enough; inconclusive means no clear call, values can overlap the other calls; tested in BHK-21 cells;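 further: 0% = median of neutral control wells and 100% = median of positive control wells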
LGR2 inh – inhibitors of bursicon-induced Drosophila LGR2 receptor cAMP signaling | HEK293 LGR2, CRE-luciferase, bursicon-stimulated, 4 h | inhibition, % at 9.99 µM | 0.35% of 380,000 active;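 active means drop in luminescence signal, shown as inhibition above about 50% in the replicate tests, limit read from the data, passing the limit was not always enough; inconclusive means probably only some replicates passing the limit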;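 further: agonist challenge used bursicon conditioned medium at about half maximal strength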
The depositor's hits bear a star; u = inconclusive; x = not tested or not shown; & = joins results of further samples.

compound | LGR2 inh | DENV2 CPE | EWS-Fli block | CASP6 VEID inh | ARNT TACC3 PPI | SIRT5 block | PAX8 reporter
C=CCn1c(SCC(=O)N2CCOCC2)nnc1C(C)NC(=O)c1ccccc1 (stereo unspecified) | -6 | 17 | 4 | 1 | -3 | -2 | -3
O=C(O)COc1ccc(Br)cc1CP(=O)(c1ccccc1)c1ccccc1 | -2 | 1 | -4 | 2 | -3 | 2 | -8
CO[C@H](CN(C)C(=O)C1CC1)[C@@H](C)CN(C(=O)Nc1ccc(C(F)(F)F)cc1)[C@H](C)CO | -4 | -3 | -13 | 3 | 42 | -2 | 0
C=CC[C@]1(C(=O)NCCCOC)COC(c2ccc(OCCCO)cc2)=N1 | x | -6 | -7 | 17 | -8 | 1 | x
COC(=O)c1ccc(Nc2c([N+](=O)[O-])ccc3nonc23)cc1 | 10 | -2 | 7 | -1 | 2 | 12 | -1
O=C(NNc1cccc(Cl)n1)C1CC1 | 13 | 0 | -8 | 0 | -2 | -2 | 26
O=C(NCC[C@H]1CC[C@@H](NC(=O)C2CCCCC2)[C@@H](CO)O1)Nc1ccc(Cl)cc1 | -8 | -1 | -49 | 1 | -12 | 1 | -48
O=C(NC1CCCC1)C(c1ccccn1)N(C(=O)c1csnn1)c1ccccc1 (stereo unspecified) | 15 | 3 | 7 | 0 | -5 | -9 | 1
Cn1cnc(S(=O)(=O)N2CC[C@@H]3[C@H](CO)Nc4ccc(C#Cc5cccc(F)c5)cc4[C@@H]32)c1 | -7 | x | -27 | x | -10 | x | -6
CCOC(=O)/C=c1\s/c(=C\c2c(OC)ccc3ccccc23)c(=O)n1CC(=O)NCC1CCCO1 (stereo unspecified) | 4 | 5 | 35 | -1 | x | 0 | x
C[C@@H]1CN([C@@H](C)CO)C(=O)c2cc(-c3ccccc3)cnc2O[C@@H]1CN(C)C(=O)C1CCOCC1 | 16 | 5 | -3 | -2 | -7 | -6 | x
CCOc1ccc(C(=O)NCC2CCCN2S(=O)(=O)c2cccs2)cc1 (stereo unspecified) | -2 | -7 | -9 | 2 | -7 | 2 | -2
Cc1ccc([N+](=O)[O-])cc1S(=O)(=O)N(C(=O)c1ccncc1)c1ccc2oc3c(c2c1)CCCC3 | 13 | 7 | -10 | -4 | 0 | -3 | 8
CC1(C)Cc2cccc(OCC(=O)NCc3cccs3)c2O1 | -3 | 5 | 2 | 1 | -1 | -1 | 0
CC(C)(C)c1cc(CCC(=O)NNC(=O)c2ccco2)cc(C(C)(C)C)c1O | x | -5 | -5 | -3 | -3 | 0 | 12
CCOc1ccccc1N1CC(C(=O)NC2CCCCCC2)CC1=O (stereo unspecified) | -25 | 9 | -7 | 2 | 1 | 0 | x
C[C@H]1CN([C@@H](C)CO)C(=O)CCCn2cc(nn2)CO[C@@H]1CN(C)Cc1ccccc1C(=O)O | 10 | 19 | 5 | 1 | -4 | -3 | -5
COc1cc(CNn2c(C)n[nH]c2=S)cc(Cl)c1OCc1ccccc1 | -13 | 2 | 14 | 3 | 3 | 2 | x
COc1cccc(NC(=O)CSc2cccc[n+]2[O-])c1 | 13 | 6 | -4 | -2 | x | -4 | -14
CCOC(=O)C1=C(COC(=O)/C=C/c2ccccc2Cl)NC(=O)NC1C (stereo unspecified) | -37 | -5 | x | 1 | 1 | 1 | -7

Sorted by length of the SMILES (rising): part of the list above.
compound | LGR2 inh | DENV2 CPE | EWS-Fli block | CASP6 VEID inh | ARNT TACC3 PPI | SIRT5 block | PAX8 reporter
CC1(C)Cc2cccc(OCC(=O)NCc3cccs3)c2O1 | -3 | 5 | 2 | 1 | -1 | -1 | 0
CCOc1ccc(C(=O)NCC2CCCN2S(=O)(=O)c2cccs2)cc1 (stereo unspecified) | -2 | -7 | -9 | 2 | -7 | 2 | -2
CCOC(=O)C1=C(COC(=O)/C=C/c2ccccc2Cl)NC(=O)NC1C (stereo unspecified) | -37 | -5 | x | 1 | 1 | 1 | -7

(continued)
compound | LGR2 inh | DENV2 CPE | EWS-Fli block | CASP6 VEID inh | ARNT TACC3 PPI | SIRT5 block | PAX8 reporter
CCO[C@H]1OC(C(=O)Nc2ccccc2)=C[C@@H](C2CC2)[C@@H]1CCCO | -19 | -12 | 10 | 0 | 0 | x | 9
CCN1[C@@H]2c3ccc(-c4cncnc4)c(=O)n3C[C@@H]2[C@@H](CO)[C@@H]1C(=O)OC | -3 | 0 | -1 | 2 | 0 | 2 | -14
c1ccc2c(c1)[nH]c1nc3nncn3nc12 | 2 | 7 | 5 | 1 | 19 | 18* | x
CCN(C(=O)COC(=O)c1cc(C)oc1C)c1c(N)n(Cc2ccccc2)c(=O)[nH]c1=O | 19 | -2 | -3 | 1 | -2 | 2 | 18
COc1cc(OC)c(C(=O)OCC(=O)c2ccc3c(c2)NC(=O)CO3)cc1OC | 1 | 0 | -3 | -2 | 3 | 0 | -10
COCCn1c(SCC(=O)NC2CCCC2)nc2cccnc21 | 19 | -1 | 8 | 2 | -12 | 1 | 2
O=C(CN1C(=O)COc2ccc(Cl)cc21)N1CCCCC1 | 11 | 8 | 5 | -1 | -8 | 1 | 5
CCCn1c(N)c(N(CCOC)C(=O)c2cccc(C(F)(F)F)c2)c(=O)[nH]c1=O | -11 | -8 | 1 | 0 | -12 | 0 | 20
CC(=O)C1=C(O)CC(C)(C)CC1=NCCc1nc2ccccc2[nH]1 | -2 | u | 11 | -1 | -6 | -3 | 0
CO[C@H]1CN(C)C(=O)c2ccc(NC(=O)NC(C)C)cc2OC[C@@H](C)N(C)C[C@H]1C | 1 | 5 | 5 | x | x | 0 | x
Fc1cccc(Cl)c1CNC(c1ccccc1)c1ccccc1 | 13 | 10 | 5 | 1 | 4 | -6 | x
CCCSCCCNC(=O)CN1C(=O)COc2ccc(S(=O)(=O)N3CCCC3)cc21 | -6 | -3 | -1 | -2 | 2 | -5 | 6
COc1ccc2cc(CCNS(=O)(=O)c3ccc(NC(C)=O)cc3)c(=O)[nH]c2c1 | -9 | 4 | 2 | -1 | -21 | -2 | -4
CCCc1cc(=O)[nH]c2nnc(SCC(=O)Nc3nnc(CC)s3)n12 | 15 | -1 | -5 | 1 | 2 | -2 | -4
CCOc1cccc2sc(N(CCN(CC)CC)C(=O)c3cccc(N4C(=O)CCC4=O)c3)nc12 | 11 | -1 | 5 | -22 | 2 | -4 | -2
O=C(NCc1ccc(F)cc1)c1cccnc1C(=O)O | 7 | u | -1 | 1 | 22 | 23* | 7
COc1ccc(N2CCN(C(=O)c3ccccc3N(C)S(=O)(=O)c3ccccc3)CC2)cc1 | 13 | u | x | 0 | -1 | -4 | 13
CC(C)NC(=O)C1CCN(Cc2cccc(Oc3ccccc3)c2)CC1 | -16 | 1 | 4 | 0 | 2 | -3 | 5
Cc1c(C(=O)N2CCCCCC2)c(S(=O)(=O)Nc2ccc(F)cc2)c(C)n1C | 6 | 3 | x | 0 | -1 | 1 | -1
Cc1ccc(CNC(=O)COC(=O)CCC(=O)c2cccs2)cc1 | 14 | 1 | 0 | -3 | -11 | 19* | 10

compound | LGR2 inh | DENV2 CPE | EWS-Fli block | CASP6 VEID inh | ARNT TACC3 PPI | SIRT5 block | PAX8 reporter
C[C@@H]1CN([C@H](C)CO)C(=O)c2cc(C3=CCCCC3)cnc2O[C@H]1CN(C)C(=O)c1ccc(F)cc1 | 18 | 6 | 1 | 2 | -1 | 4 | x
Cc1ccc(-c2n[nH]c(=O)c3ccccc23)cc1S(=O)(=O)NC(C)(C)C | 1 | 8 | 23 | 11 | 2 | -4 | -6
Cc1ccc(C(=O)N/N=C/c2cccnc2)cc1Cl | -5 | -5 | -8 | 0 | x | x | -22
Cc1ccc(NC(=O)CC2(CC(=O)O)CCCC2)cc1 | 0 | -1 | 0 | -2 | -10 | -4 | -1
Cc1ccc2cc(C#N)c(SCC(=O)N3CCCC3)nc2c1 | -17 | x | -23 | -5 | 5 | -1 | -48
CC1(C)Cc2c(cnn2-c2cccc(F)c2)C(NC(=O)c2cc[n+]([O-])cc2)C1 (stereo unspecified) | -4 | -10 | -3 | 3 | 6 | -1 | 22
O=c1c2cn[nH]c2[nH]c(=S)n1-c1ccccc1Cl | -15 | -2 | -6 | 2 | -1 | -2 | 5
CCCc1cc(=O)[nH]c(SCC(=O)NC2CCCCC2)n1 | 16 | 0 | 14 | 6 | -3 | 4 | x
CC(=O)N(C)C[C@@H]1[C@H](c2ccc(-c3ccccc3F)cc2)[C@H](CO)N1C(C)=O | 6 | 0 | 14 | -1 | x | 2 | x
Cc1cccc(NC(=O)CN2C(=O)S/C(=C\c3ccc(-c4cccc(C(=O)O)c4C)o3)C2=O)c1 | -40 | 3 | -58 | 7 | x | 0 | -13
COCC(C)n1c(C)cc(C(=O)COC(=O)CCc2nc3ccccc3c(=O)[nH]2)c1C (stereo unspecified) | -15 | 2 | 5 | -4 | 1 | 20* | -3
C[C@H](CO)N1C[C@H](C)[C@H](CN(C)S(=O)(=O)c2ccccc2)Oc2c(NS(=O)(=O)c3cccs3)cccc2C1=O | -6 | 10 | -11 | -1 | 4 | -1 | x
C[C@@H]1CN([C@H](C)CO)C(=O)CCCn2cc(nn2)CO[C@H]1CN(C)S(=O)(=O)c1cccs1 | 12&19 | -5&-18 | -4&4 | 2&-18 | -7 | -2&-1 | 4&-13
O=C(c1cccnc1)N1CC2(C1)[C@@H](c1ccccc1)[C@@H](CO)N2Cc1cccnc1 | 7 | 9 | -1 | 5 | x | -15 | -33
C[C@H]1CN([C@@H](C)CO)S(=O)(=O)c2ccc(C#Cc3ccccn3)cc2O[C@H]1CN(C)CC1CC1 | -4 | -1 | 6 | 0 | -3 | -1 | x
CCC1(c2ccccc2)NC(=O)N(CC(=O)N2CC(=O)Nc3ccccc32)C1=O (stereo unspecified) | -3 | -1 | -3 | 0 | 19 | 1 | 3
O=C(CSc1nnc(Cc2cc(=O)[nH]c(=O)[nH]2)n1-c1ccc(F)cc1)NC1CCCC1 | 5 | -3 | -4 | -1 | x | -9 | -13
CN(C)CC(=O)Nc1ccc2c(c1)[C@@H]1C[C@@H](CC(=O)NCc3ccc4c(c3)OCO4)O[C@@H](CO)[C@@H]1O2 | 1 | 3 | -1 | -1 | 3 | -2 | 9
O=C(COc1ccccc1F)Nc1cc(S(=O)(=O)Nc2cccc(Cl)c2)ccc1O | x | 6 | -1 | 4 | x | 0 | 20
Cc1onc(C(=O)Nc2ccccc2C(F)(F)F)c1[N+](=O)[O-] | 1 | -8 | x | 1 | 1 | 2 | 8

compound | LGR2 inh | DENV2 CPE | EWS-Fli block | CASP6 VEID inh | ARNT TACC3 PPI | SIRT5 block | PAX8 reporter
Cc1ccc2nc(Nc3ccc(F)cc3)c3nncn3c2c1 | -3 | -5 | 2 | 2 | -2 | -3 | 18
Cc1noc(NS(=O)(=O)c2ccc(NC(=O)c3cc4ccccc4o3)cc2)c1C | -16 | 6 | 7 | 11 | -9 | -1 | -12
CC(C)NC(=O)N(C)C[C@H]1OCCCC[C@H](C)Oc2ccc(NC(=O)Nc3ccc(F)cc3)cc2C(=O)N([C@H](C)CO)C[C@@H]1C | -9 | -4 | -12 | 0 | -6 | -3 | -5
C[C@@H]1CCCCO[C@H](CN(C)S(=O)(=O)c2ccc(Cl)cc2)[C@H](C)CN([C@@H](C)CO)C(=O)c2cc(NC(=O)Nc3ccc(F)cc3)ccc2O1 | 2 | -6 | 5 | -1 | 15 | 3 | 70*
COc1ccccc1-c1cnc2c(c1)C(=O)N([C@H](C)CO)C[C@H](C)[C@H](CN(C)C(=O)CC1CC1)O2 | 16 | -7 | 11 | 0 | -1 | 0 | x
CC1C(=O)N2CCCc3cc(NC(=O)C(=O)NCCc4c[nH]c5ccccc45)cc1c32 (stereo unspecified) | 6 | -7 | 19 | 25 | 6 | 1 | 8
O=C(Nc1ccccc1)Nc1nc(-c2ccccc2)cs1 | -42 | -1 | -43 | -1 | 8 | -3 | -31
O=C1C2C3C=CC(C4CC34)C2C(=O)N1Cc1ccccc1 (stereo unspecified) | -22 | -1 | 1 | 0 | -6 | -2 | 0
c1ccc(OCCCn2nnc(-c3ccc(N4CCOCC4)cc3)n2)cc1 | -15 | -3 | -19 | -4 | -13 | -2 | x
